# ST2 inh: inhibitors of human ST2 (IL1RL1) binding to IL-33, primary screen, biochemical, AlphaLISA; Interleukin-1 receptor-like 1 (Homo sapiens), Q01638; AlphaLISA ST2-Fc/biotin-IL-33 interaction, 1 h; inhibition, % for hits at 17 µM; 78,000 compounds, 2.3% hits; in the data active = inhibition above about 30%; inconclusive = mostly about 10% to 28%
# Target sequence (Q01638 whole entry, looked up): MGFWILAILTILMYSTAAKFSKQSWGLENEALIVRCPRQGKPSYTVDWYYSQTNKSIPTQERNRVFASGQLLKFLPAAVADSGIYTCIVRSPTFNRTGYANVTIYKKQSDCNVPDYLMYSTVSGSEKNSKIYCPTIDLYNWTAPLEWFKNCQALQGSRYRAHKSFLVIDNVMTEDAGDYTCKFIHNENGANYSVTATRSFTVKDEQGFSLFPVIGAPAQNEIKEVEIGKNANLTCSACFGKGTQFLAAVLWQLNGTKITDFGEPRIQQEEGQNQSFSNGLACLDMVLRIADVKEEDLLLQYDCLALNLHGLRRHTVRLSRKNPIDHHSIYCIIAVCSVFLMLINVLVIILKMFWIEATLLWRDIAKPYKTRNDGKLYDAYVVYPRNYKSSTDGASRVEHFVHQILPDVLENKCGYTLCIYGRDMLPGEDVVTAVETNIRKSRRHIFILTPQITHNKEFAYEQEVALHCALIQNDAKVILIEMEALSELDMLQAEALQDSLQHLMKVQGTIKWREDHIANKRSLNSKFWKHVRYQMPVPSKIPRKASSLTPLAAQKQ
# Starred values were filed as active, the others as inactive; i = inactive; ? = inconclusive. An excerpt. The share of hits here may be higher or lower than overall.
SMILES,ST2 inh
CC1OC(OC2C(CO)OC(OC(=O)[C@]34CCC(C)(C)CC3C3=CCC5[C@@]6(C)CC[C@H](OC7OC(C)C(OC8OCC(O)(COC9OCC(O)C(OC%10OCC(OC%11OCC(O)(CO)C%11O)C(O)C%10O)C9O)C8O)C(O)C7O)C(C)(C)C6CC[C@@]5(C)[C@]3(C)CC4)C(O)C2O)C(O)C(O)C1O (stereo partly specified),i
COc1ccc(S(=O)(=O)NC2CCCCCCC2)cc1OC,i
C=CCn1cc(CN[C@H](CO)c2ccccc2)c(C)n1,i
CSCC[C@@H](C(=O)NC(C)c1cccs1)N1Cc2ccccc2C1=O (stereo partly specified),i
CN1CCN(S(=O)(=O)c2cc(Cl)c(Cl)cc2Cl)CC1,i
CCN(CC)S(=O)(=O)c1ccc(C(=O)N=c2sc3cccc(C)c3n2C)cc1,i
COc1ccc(-n2ncc3c(N(C)C4CCCCC4)ncnc32)cc1,i
O=C(O)c1ccccc1C(=O)NC1=NN(c2ccccc2)CC1,i
COc1ccc(Cc2n[nH]c(=O)n2-c2ccc(OC)cc2C)cc1,?
CC1(c2cccnc2)CC(=O)c2cc(O)ccc2O1 (stereo unspecified),i
CC/C=C\CC1C(CC(=O)O)CCC1OC1OC(CO)C(O)C(O)C1O (stereo unspecified),i
COc1cccc(CNC(=O)CSc2nc(-c3ccc4c(c3)OCO4)nc3cc(=O)[nH]n23)c1,i
COc1cc2c(C(=O)N3CCN(c4ccccc4F)CC3)cn(C)c(=O)c2cc1OC,?
CCCC1COCCN1Cc1cc(C)[nH]n1 (stereo unspecified),i
CCOC(=O)C(CC)Sc1nc2c(c(=O)n1-c1ccccc1)SCC2 (stereo unspecified),i
CCCS(=O)(=O)N1CCCC(C(=O)N2CCN(c3ncccn3)CC2)C1 (stereo unspecified),i
O=C1C2C3C=CC(C3)C2C(=O)N1c1ccc(Cl)cc1F (stereo unspecified),?
CC(C)NC(=O)c1cc(-c2ccco2)on1,i
COc1ccc(NC(=O)c2ccc(Cl)cc2)cc1,i
c1cncc(COC2CCCN(Cc3cnc[nH]3)C2)c1 (stereo unspecified),?
O=C(CN1CCN(Cc2ccccc2F)C1=O)N1CCCC1,i
O=C1NN=C(c2ccccc2)/C1=C/c1ccc(-c2ccc(Cl)cc2)o1,49.0%*
O=C(C[C@@H]1O[C@H](CNS(=O)(=O)c2ccccc2)[C@@H](O)[C@H]1O)Nc1ccccc1,i
O=c1[nH]c2ccccc2c(O)c1C1=NS(=O)(=O)c2ccccc2N1,i
CN(C)c1ccc(-c2ccc3ccccc3n2)cc1,?
O=C(CC1C(=O)NCCN1Cc1ccc(-c2ccccc2)cc1)NCc1ccoc1 (stereo unspecified),i
Cc1nnc(-c2cccc(NC(=O)C3CCCCN3C(=O)c3ccnn3C)c2)s1 (stereo unspecified),?
C=CCc1cc(C)ccc1OCCCCN1CCCC1,i
O=C(NCCc1cnn(-c2ccccc2)c1)[C@H]1Cc2ccccc2CN1,i
C=CCSc1nnc2c(n1)OC(c1cccc(C)n1)N(C(C)=O)c1ccccc1-2 (stereo unspecified),i

# Grouped by structure, the compounds so far with fluorine
SMILES,ST2 inh
COc1cc2c(C(=O)N3CCN(c4ccccc4F)CC3)cn(C)c(=O)c2cc1OC,?
O=C1C2C3C=CC(C3)C2C(=O)N1c1ccc(Cl)cc1F (stereo unspecified),?
O=C(CN1CCN(Cc2ccccc2F)C1=O)N1CCCC1,i

# Carrying on:
SMILES,ST2 inh
COc1cc(N2Cc3ccccc3C2)ccc1C=O,?
Cc1ccc(C(=O)N2CCN=C2SCc2cccnc2)cc1,?
COc1ccccc1/C=C/CN1CCC(Cc2nnc(CO)n2C)CC1,?
NS(=O)(=O)c1ccc(NC(=O)c2ccc([N+](=O)[O-])cc2)cc1,?
CCC(C)CC(C)CC(CO)CC(C)/C=C(C)/C=C(/CC(C)C(=O)O)C(=O)O (stereo unspecified),i
CC1(C)CC(=O)C2=C(C1)c1c(ccc3ncccc13)NC2c1ccc(O)c(O)c1 (stereo unspecified),i
CCC(CO)N(Cc1cccnc1)Cc1nccn1C (stereo unspecified),i
COC(=O)CSc1nc2sc3c(c2c(=O)n1Cc1ccccc1)CC(C)(C)OC3,i
Cn1nc(-c2ccc(NC(=O)c3ccccc3)cc2)cc1NC(=O)c1ccccc1,i
CN1CCC(N2C[C@H](O)C[C@H]2c2nc(Cc3ccccc3)no2)CC1,?
O=S(=O)(c1cccc(Cl)c1Cl)N1CCOCC1,i
Cc1cccc(CN(C)C2CCN(C)CC2)c1,i
Cc1ccc(/C=c2\sc3nc(-c4ccc(OC(C)C)cc4)nn3c2=O)o1,i
O=C(CSc1ncc(-c2ccc(Br)cc2)[nH]1)c1ccc([N+](=O)[O-])cc1,?
CC1=C(C(N)=O)C(c2ccc3c(c2)OCO3)n2ncnc2N1 (stereo unspecified),i
COc1ccc(N(CC(=O)Nc2cccc(C)c2)S(=O)(=O)c2ccc(C)c([N+](=O)[O-])c2)cc1,i
Cc1cc(N2CCCCC2)nc2ccc(NC(=O)CCC(=O)NC3CCCCCC3)cc12,i
CCNC(=O)c1cc2c(=O)n3cccc(C)c3nc2n(CCOCCO)c1=N,i
CC1CCc2c(sc(NC(=O)C3CC=CCC3C(=O)O)c2C(N)=O)C1 (stereo unspecified),i
COCC1(C(=O)N2CCC(c3cc(OC)ccc3OC)C2)CCC1 (stereo unspecified),i
COc1cc(O)c(C(C)=O)c(CC(=O)O)c1,?
Cn1ccnc1Sc1ccc([N+](=O)[O-])cc1Cl,?
CCCn1c(C(O)c2cccc3c2OCO3)nc2ccccc21 (stereo unspecified),i
Nc1ccc2nn(-c3cc([N+](=O)[O-])ccc3O)nc2c1,i
CN(Cc1nc(-c2ccc3c(c2)OCO3)no1)CC1(N2CCCCC2)CCCCC1,i
COc1cccc(N2CCN(C(=O)c3ccc4nc5ccccc5c(=O)n4c3)CC2)c1,i
O=C1CCCC2=C1C(c1cccnc1)n1nc(SCc3ccccc3Cl)nc1N2 (stereo unspecified),?
Cc1nnsc1Cn1cc(C(C)c2ccccc2)nn1 (stereo unspecified),i
CC(COc1ccccc1)NCCn1ncc2ccccc2c1=O (stereo unspecified),?
CC(C)(C)CC(C)(C)NC(=O)c1cnn2c(C(F)(F)F)cc(-c3ccco3)nc12,i

# As a short view, 5 of the compounds above.
SMILES,ST2 inh
Nc1ccc2nn(-c3cc([N+](=O)[O-])ccc3O)nc2c1,i
CN(Cc1nc(-c2ccc3c(c2)OCO3)no1)CC1(N2CCCCC2)CCCCC1,i
COc1cccc(N2CCN(C(=O)c3ccc4nc5ccccc5c(=O)n4c3)CC2)c1,i
O=C1CCCC2=C1C(c1cccnc1)n1nc(SCc3ccccc3Cl)nc1N2 (stereo unspecified),?
Cc1nnsc1Cn1cc(C(C)c2ccccc2)nn1 (stereo unspecified),i

# Next part:
SMILES,ST2 inh
CCOc1ccc(-c2cnc(C3CCOC3)[nH]2)cc1 (stereo unspecified),?
OC[C@@H]1O[C@H](CN(Cc2ccc(F)cc2)Cc2ccc(F)cc2)[C@H](N2CCN(c3cccc(C(F)(F)F)c3)CC2)[C@@H]1O,i
Cc1ccnc(SCCn2c(N(C)Cc3ccccc3)nc3c2c(=O)n(C)c(=O)n3C)n1,?
O=c1[nH]nc(C2CC2)n1Cc1ccc(Cl)cc1Cl,?
COc1ccc(/C=C2\C(=O)N(c3cccc(Cl)c3)N=C2C)cc1Br,i
N#CC1C(c2ccc3ccccc3n2)=CN(CC(=O)c2ccc([N+](=O)[O-])cc2)c2ccccc21 (stereo unspecified),?
O=C(CSc1nc(O)c(Cc2ccccc2)c(=O)[nH]1)Nc1ccccc1,i
Cn1nccc1C(=O)N1CCCC(C(=O)c2ccc(-c3ccccc3)cc2)C1 (stereo unspecified),i
Cc1nc(C(C)NC(=O)Cc2[nH]nc3ccccc23)n[nH]1 (stereo unspecified),i
CC(C)CN1C(=O)N(CCCc2cccnc2)C(=O)C12CCN(C1Cc3ccccc3C1)CC2,?
COc1ccc(CNC(=O)C2CC(C)=C(C)CC2C(=O)O)cc1 (stereo unspecified),i
CCN(CC)c1cc(C)c2cc(NC(=O)C3CC3)ccc2n1,i
COc1ccc(-c2noc([C@@H]3C[C@@H](O)CN3C(C)C)n2)cc1,?
O=C(c1ccc([N+](=O)[O-])cc1)c1ccc(Cl)c(Cl)c1,58.0%*
COc1cc(NC(=O)c2cc(-c3ccco3)on2)c(OC)cc1Cl,i
O=C(NCCN1Cc2ccccc2OC(c2ccsc2)C1)C(c1cccnc1)N1CCOCC1 (stereo unspecified),i
CC(C)c1nnc(NC(=O)CC(NC(=O)C(F)(F)F)c2ccccc2)s1 (stereo unspecified),i
CCCC(=O)NC(C)c1nc2ccccc2[nH]1 (stereo unspecified),i
O=C(COc1ccccc1)N1CCN=C1SCc1cccnc1,?
Cn1cc(Cl)c(C(=O)N2CCc3ccccc32)n1,?
Cc1ncc([N+](=O)[O-])n1S(=O)(=O)c1ccccc1,i
O=Cc1ccc2c(c1)C1c3ccccc3C2c2ccccc21,i
CC(=O)C1=C(C)Nc2ncnn2C1c1ccc(Br)cc1 (stereo unspecified),i
COc1ccc(OCC(=O)Nc2cc(Cl)c(OC)cc2OC)cc1,i
Cc1ccc(C2=N/C(=C\C(Br)=C\c3ccccc3)C(=O)O2)cc1[N+](=O)[O-],i
Cn1ccnc1SCCn1ccnc1-c1cccc(Cl)c1,?
COc1ccc(OC)c(-c2cc(C(=O)NCCCn3ccnc3)no2)c1,i
O=C(/C=C/CCc1ccc2c(c1)OCO2)N1CCCCC1,i
C=CCS(=O)(=O)c1cccc([N+](=O)[O-])c1,i
CC1CCN(c2nc3c(c(=O)n(C)c(=O)n3C)n2Cc2cccc(Cl)c2)CC1,?

# Some of the entries so far, with bars between the fields:
SMILES | ST2 inh
CC1CCc2c(sc(NC(=O)C3CC=CCC3C(=O)O)c2C(N)=O)C1 (stereo unspecified) | i
COCC1(C(=O)N2CCC(c3cc(OC)ccc3OC)C2)CCC1 (stereo unspecified) | i
COc1cc(O)c(C(C)=O)c(CC(=O)O)c1 | ?

# Continued:
SMILES,ST2 inh
CCC(C(=O)NCc1ccccc1Cl)c1ccccc1 (stereo unspecified),i
O=C(c1cccn2c(=O)c3sccc3nc12)N1CC=C(c2ccccc2)CC1,i
Cc1cccn2c(=O)c3cc(C(=O)NCc4ccc(Cl)cc4)n(C)c3nc12,i
CCCn1cnc2sc(C(=O)Oc3ccc(F)cc3)c(C)c2c1=O,i
CN(C)CCCNCCCNC(=O)c1cccnc1,i
CCCCNC(=O)c1ccc(NC2=NC3CS(=O)(=O)CC3S2)cc1 (stereo unspecified),i
Cc1ccnc(CC(C)N(C)C(=O)c2nccc3ccccc23)c1 (stereo unspecified),?
Cc1cccc(N2C(=O)CC(Sc3ccccn3)C2=O)c1 (stereo unspecified),?
CCc1ccc(NC(=O)CSc2nc3c(c(=O)n2-c2ccccc2OC)SCC3)cc1,?
Cc1ccccc1-c1ccc(CN2CCC(Cc3nncn3C)CC2)cc1,i
N#Cc1c(NC(=O)c2cc(=O)c3ccccc3o2)sc2c1CCCC2,i
CCCSc1nc2c(c(=O)n1-c1ccc(Br)cc1)SCC2,i
Cc1nccn1Cc1c(C(=O)O)c2cc(O)c(Br)cc2n1C,?
CCC1Nc2ccccc2-c2nnc(SC)nc2O1 (stereo unspecified),i
Cc1cccc(NS(=O)(=O)c2cc(C(=O)N3CCCC3)cs2)c1,i
O=C(Nc1cnn(Cc2ccc(F)cc2)c1)c1cc(-c2ccc(Cl)c(Cl)c2)on1,i
O[C@@H]1C[C@@H](c2nc(Cc3ccc(F)cc3Cl)no2)N(Cc2ncc[nH]2)C1,?
CC1=C(C(=O)Nc2ccccc2C)C(c2ccncc2)n2nc(SCc3ccccc3)nc2N1 (stereo unspecified),33.0%*
Cc1nc(C)n(CCNC(=O)CC2COCCN2)n1 (stereo unspecified),i
CC(=O)c1cc(C(=O)N2CCC(c3nc(-c4ccncc4)ncc3-c3cccc(C)c3)CC2)cs1,?
CC(CC(=O)N1CCCCC1)c1ccccc1 (stereo unspecified),?
CC(=O)Nc1c(-c2ccc(F)cc2)nc2ccccn12,i
O=C(CSc1nc2ccccc2[nH]1)c1ccccc1,i
Cc1cc(I)ccc1NS(=O)(=O)c1ccc(F)cc1,i
O=S(=O)(c1cccc2nsnc12)N1CCC(n2c(Cc3ccccc3)nc3cccnc32)CC1,97.0%*
CSc1nnc2c(n1)OC(c1ccsc1)N(C(C)=O)c1ccccc1-2 (stereo unspecified),i
CC(C)Cc1cc(C(=O)N2CCCC2c2ccc(C(N)=O)s2)no1 (stereo unspecified),i
COc1cc(C2NC(=O)NC(C)=C2C(=O)OCCc2ccccc2)cc(Br)c1O (stereo unspecified),i
CC(=O)N1N=C(c2ccc(C)cc2)OC12CCCCCC2,i
CC(=O)N1CCN(c2ccc(NC(=O)c3cccc([N+](=O)[O-])c3C)cc2)CC1,i

# The last 2 entries of the part before lead into the next:
SMILES,ST2 inh
CC(=O)N1N=C(c2ccc(C)cc2)OC12CCCCCC2,i
CC(=O)N1CCN(c2ccc(NC(=O)c3cccc([N+](=O)[O-])c3C)cc2)CC1,i
O=C(c1csc(S(=O)(=O)N2CCCCC2)c1)N1CCCC1,?
CCc1ccccc1N1CSC2=C(C#N)C(c3ccccc3OC)CC(=O)N2C1 (stereo unspecified),i
O=C1Nc2ccc(-c3cccs3)cc2C(=O)N2CC[C@H](NS(=O)(=O)c3cccs3)[C@@H]12,i
Cc1nn(CCO)c(C)c1[C@@H]1C=C[C@@H](NCc2cccc(Cl)c2)C1,i
CCCCOC(=O)C1=C(C)Nc2ncnn2C1c1cccc(F)c1 (stereo unspecified),i
Cc1cccc(CSC2=NCCN2C(=O)c2ccc(S(=O)(=O)N3CCCC3)cc2)c1,i
CC(=O)NC(C)C(c1cccs1)N1CCN(c2ccccc2)CC1 (stereo unspecified),i

# Screening results: PubChem, IUPUI and University of Michigan
